ELG1 genotox – qHTS screen for small molecules that induce genotoxicity in human embryonic kidney (HEK293T) cells expressing luciferase-tagged ELG1. HEK293T ELG1-luciferase reporter, luminescence, 16 h. Potency, µM (top dose mostly 46 µM), for inactives: at the highest dose activity change, positive = activation, usual class: activators. 1.3% of 330,000 active. AID 504466, 2011; further: potency means the concentration at half of the fitted maximal effect; % of control where 0% means no effect; nearly all actives have a fitted effect of over 60% in size
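Step 1: seed 2,000 HEK293T ELG1-luciferase cells per well. Step 2: add compound or DMSO, incubate 16 hr at 37 °C. Step 3: ONE-Glo, 30 min at room temperature, read luminescence.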
Gal4-VP16 FLuc – VP16 counterscreen qHTS for inhibitors of ROR gamma transcriptional activity; Drosophila S2 Gal4-VP16 UAS-luciferase, luminescence, 20 h; Potency, µM (highest dose often 53.6 µM), inactives show at the top dose activity, negative = inhibition, usual class: inhibitors; 3.5% of 310,000 active; AID 2546, 2010;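 further: Gal4-VP16 expression switched on by copper sulfate through the metallothionein promoter; potency means the concentration at half of the fitted maximal effect; on the % scale 0 is the no-effect control and ±100 the full control effect; nearly all actives have a fitted effect of over 50% in size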
Giardia kill – Small Molecules that selectively kill Giardia lamblia: qHTS; Giardia lamblia trophozoite viability; activity change, % at 7.66 µM, hits read low; 0.15% of 340,000 active; AID 540267, 2011; in the data active means activity change below about -80%; inconclusive means between about -30% and that limit;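 further: parasites exposed to compound for two days anaerobically before the ATP read; on the % scale 0 is the no-effect control and ±100 the full control effect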
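Trophozoites 100 cells/well + cpd; 48 hrs, 37 deg C, anaerobic. ATPLite 1-Step added, 15-30 min RT, luminescence read (ATP-based viability).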
PKM2 activator – qHTS Assay for Activators of Human Muscle isoform 2 Pyruvate Kinase | Potency, µM (series often up to 57.5 µM), without a hit: at the highest dose activation, usual class: activators | 0.34% of 260,000 active | purified PKM2, Kinase-Glo ATP luminescence, activation; response scale: 0% is enzyme alone, no compound | Pyruvate kinase PKM (Homo sapiens), P14618; further: potency means the concentration at half of the fitted maximal effect; on the % scale 0 is the no-effect control and ±100 the full control effect; nearly all actives have a fitted effect of over 55% in size
Target sequence (P14618 whole entry, looked up, canonical isoform): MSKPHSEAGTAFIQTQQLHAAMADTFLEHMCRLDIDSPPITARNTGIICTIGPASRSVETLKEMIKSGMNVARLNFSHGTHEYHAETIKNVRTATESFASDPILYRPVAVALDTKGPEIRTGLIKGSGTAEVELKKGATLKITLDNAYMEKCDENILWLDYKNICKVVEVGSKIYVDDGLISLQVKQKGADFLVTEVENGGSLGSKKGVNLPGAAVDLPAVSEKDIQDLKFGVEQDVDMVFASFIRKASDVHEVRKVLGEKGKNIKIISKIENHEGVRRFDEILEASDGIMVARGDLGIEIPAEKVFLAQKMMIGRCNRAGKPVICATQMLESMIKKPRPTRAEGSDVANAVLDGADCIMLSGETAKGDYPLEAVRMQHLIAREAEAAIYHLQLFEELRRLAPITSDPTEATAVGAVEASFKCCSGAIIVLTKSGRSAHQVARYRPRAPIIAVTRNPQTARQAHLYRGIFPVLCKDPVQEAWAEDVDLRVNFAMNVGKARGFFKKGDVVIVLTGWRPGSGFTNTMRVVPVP
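Purified hPK-M2 (>95% pure) converted ADP (0.1 mM final) to ATP with 0.5 mM PEP in 50 mM imidazole pH7.2, KCl, MgCl2, Tween 20, BSA; 1 h at room temperature. ATP detected by Kinase-Glo luminescence.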
NPC1 prom act – qHTS Assay for NPC1 Promoter Activators | 2.4% of 320,000 active | Huh7 NPC1 promoter luciferase reporter, 24 h | Potency, µM (highest dose often 9.22 µM), inactives show at the highest dose activation, hits mostly activators;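 further: potency means the concentration at half of the fitted maximal effect; % of control where 0% means no effect; nearly all actives have a fitted effect of over 60% in size; reporter is driven by a mutant NPC1 promoter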
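Readout is luciferase luminescence, reflecting NPC1 promoter activation in stably transfected Huh7 cells after 24 h compound exposure at 37 °C in reduced-serum medium with 10% FBS.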
Menin-MLL TR inh – qHTS Assay for Inhibitors Targeting the Menin-MLL Interaction in MLL Related Leukemias: Competition With Texas Red Labeled MLL-derived Mutant Peptide | Menin + Texas Red MLL mutant peptide, fluorescence polarization | Potency, µM (top dose mostly 61.6 µM), inactives show top-dose FP activity change, negative = inhibition, most hits filed as inhibitors | 0.23% of 270,000 active; active means well fitted inhibition curve with a large enough effect in the polarisation, with a control signal flat, not every such curve was filed as active; inconclusive means small, poorly fitted or top-dose-only effect, or effect the other way, or a change in a side signal; inactive means no such curve, though single readings can be large or run the other way; the % refers to the polarisation; further: potency means the concentration at half of the fitted maximal effect; % of control where 0% means no effect; many of its hits are not listed in these tables
BRCA1 expr up – qHTS Assay to Identify Small Molecule Activators of BRCA1 Expression; Potency, µM (top dose mostly 46.1 µM), for inactives: top-dose activation, most hits filed as activators; MCF7-BRCA1-FFLuc reporter, luminescence, 48 h; response scale: scaled: vehicle 0%, 10 µM genistein 100%; 1.1% of 380,000 active; further: potency means the concentration at half of the fitted maximal effect; nearly all actives have a fitted effect of over 80% in size; some results filed as inactive show a strong effect at the top dose
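First, MCF7-BRCA1-FFLuc cells (2000/well) attach for 2 h; next, compounds are pin-added and incubated 48 h at 37 °C; finally, luciferase reagent is added and luminescence read after 15 min.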
p53 reactivator – qHTS assay for re-activators of p53 using a Luc reporter; H1299 p53-A138V BP100-luciferase reporter, luminescence, 24 h; Potency, µM (series often up to 92.2 µM), inactives show at the top dose activity change, positive = activation, most hits filed as activators; 0.063% of 320,000 active; AID 504706, 2011; further: potency means the concentration at half of the fitted maximal effect; % of control where 0% means no effect; nearly all actives have a fitted effect of over 45% in size
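p53-null H1299 cells stably carrying temperature-sensitive p53-A138V and a BP100-luciferase reporter were pinned with compounds (4-point, 1:5 series) and held 24 hrs at 37 deg C. Luminescence was read 10 min after detection reagent.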
FLuc counter – qHTS profiling assay for firefly luciferase inhibitor/activator using purifed enzyme and Km concentrations of substrates (counterscreen for miR-21 project). Luciferin 4-monooxygenase (Photinus pyralis), P08659. purified FLuc, Km substrates, luminescence inhibition. Potency, µM (doses to about 57.5 µM), for the others: at the highest dose activity change, negative = inhibition, usual class: inhibitors. 6.9% of 360,000 active;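 further: potency means the concentration at half of the fitted maximal effect; plate controls were vehicle for no effect and reference inhibitor for full effect; nearly all actives have a fitted effect of over 55% in size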
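Purified P. pyralis luciferase (10nM final) with 10uM D-luciferin and 10uM ATP (Km levels) in 50mM Tris acetate pH 7.5, 10mM Mg acetate, 0.01% Tween-20, 0.05% BSA; qHTS 6-point titration, ~60 µM downward; luminescence read.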
RORgamma inh – qHTS for inhibitors of ROR gamma transcriptional activity. Drosophila S2 Gal4-RORgamma UAS-luciferase reporter, 20 h. Potency, µM (series often up to 53.6 µM), for inactives: at the highest dose activity change, negative = inhibition, hits mostly inhibitors. 5.4% of 310,000 active. AID 2551, 2010; further: potency means the concentration at half of the fitted maximal effect; on the % scale 0 is the no-effect control and ±100 the full control effect; nearly all actives have a fitted effect of over 60% in size
Target sequence (P51450 whole entry, looked up, the tested form may be a part): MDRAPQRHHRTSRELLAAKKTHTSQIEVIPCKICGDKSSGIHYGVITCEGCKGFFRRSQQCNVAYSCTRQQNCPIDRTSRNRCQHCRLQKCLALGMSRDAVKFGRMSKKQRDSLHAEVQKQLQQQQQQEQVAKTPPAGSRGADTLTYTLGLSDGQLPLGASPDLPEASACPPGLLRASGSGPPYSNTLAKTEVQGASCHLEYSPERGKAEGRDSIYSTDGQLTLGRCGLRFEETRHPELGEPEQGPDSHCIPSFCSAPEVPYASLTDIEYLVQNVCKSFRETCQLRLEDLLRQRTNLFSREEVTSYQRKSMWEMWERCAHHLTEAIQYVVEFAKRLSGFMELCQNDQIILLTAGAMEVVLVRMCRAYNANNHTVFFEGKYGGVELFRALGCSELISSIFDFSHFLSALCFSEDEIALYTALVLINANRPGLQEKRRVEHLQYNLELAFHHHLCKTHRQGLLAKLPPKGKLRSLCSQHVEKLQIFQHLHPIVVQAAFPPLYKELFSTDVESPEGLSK
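Stable Schneider cell line, Gal4 DNA-binding domain fused to ROR gamma, UAS-luciferase. Cmpd 1 hr RT → CuSO4 700 uM final → 20 hr RT → luciferase reagent 10 min → luminescence.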
Rab9 prom act – qHTS Assay for Rab9 Promoter Activators; Huh7 Rab9 promoter-luciferase reporter, luminescence, 24 h; Potency, µM (top dose mostly 9.22 µM), for the others: top-dose activation, negative = inhibition, most hits filed as activators; AID 485297, 2010; 2.8% of 320,000 active; further: potency means the concentration at half of the fitted maximal effect; % of control where 0% means no effect; nearly all actives have a fitted effect of over 60% in size
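Rab9 promoter-driven luciferase in stably transfected Huh7 cells; 1500 cells/well rested 2 h, exposed to compound in DMSO for 24 h at 37 °C, 5% CO2. Luminescence read 10 min after adding luciferase reagent at ambient temperature.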
Numbers without * were called inactive; ? = inconclusive; · = not tested or not shown; [ ] = another dose, or the depositor's remark. Unless noted, the call rests on the fitted dose curve; in most records, active means well fitted curve in the direction sought with a large enough effect; inconclusive means small, poorly fitted or top-dose-only effect, or another doubt; inactive means no such curve, though single readings can be large; an effect the other way counts as inactive or inconclusive. A portion of the library; rates above refer to the full screens.

SMILES	ELG1 genotox	Gal4-VP16 FLuc	Giardia kill	PKM2 activator	NPC1 prom act	Menin-MLL TR inh	BRCA1 expr up	p53 reactivator	FLuc counter	RORgamma inh	Rab9 prom act
CC(C)[C@@H](N)C(=O)N/N=C/c1ccc2nccnc2c1	-6.1%	-8.4%	2.8	-1.9%	-5.9%	·	7.5%	8.3%	-16.8%	-10.1%	8.0%
Cc1ccc(N=Nc2c(C)[nH]n(-c3ccccc3)c2=O)c(C)c1	14.1%	17.8µM*	18.1	19.9%	-5.9%	-1.4%	-20.9%	-2.7%	-2.1%	?	-4.0%
CCC1(C(=O)c2ccccc2)C(c2cccc([N+](=O)[O-])c2)C1(C(=O)OC)C(=O)OC (stereo not drawn)	-9.6%	0.5%	-9.8	0.3%	-1.4%	0.9%	-36.7%	-3.1%	-0.7%	2.4%	-0.1%
O=c1c2cc3c(cc2[nH]c(=S)n1C1CCN(Cc2ccccc2)CC1)OCO3	12.3%	3.55µM*	-12.3	-1.7%	-4.4%	-23.6%	-17.2%	-2.7%	1.0%	5.01µM*	-6.1%
Cc1ccc(N(CC2CO2)S(=O)(=O)c2ccc([N+](=O)[O-])cc2)cc1 (stereo not drawn)	-0.3%	-12.9%	-12.9	-12.3%	-0.1%	-13.6%	-10.2%	23.0%	-0.3%	18.2%	10.5%
C=CCNC(=O)N1CCC(n2nccc2NC(=O)CCCc2ccccc2)CC1	0.9%	-1.0%	-4.0	·	6.8%	·	0.4%	-0.8%	-2.2%	-3.8%	-8.2%
CCCCOc1ccc(Nc2cc(Cl)ccc2C(=O)O)cn1	-4.4%	-2.8%	3.3	-2.0%	1.9%	?	-25.2%	-3.6%	-3.4%	17.3%	10.3%
CCCC(c1nnnn1CCOC)N(Cc1cc2cc(C)c(C)cc2[nH]c1=O)CC1CCCO1 (stereo not drawn)	-1.7%	-14.9%	-18.5	5.2%	-2.1%	5.1%	-17.1%	9.3%	1.1%	-17.6%	-1.9%
COc1ccc(CC(=O)Nc2ccccc2C(=O)NCCc2ccccc2)cc1	-6.4%	-23.2%	0.7	-2.8%	17.3%	33.0%[activator]	23.4%	5.0%	-12.4%	51.7%	13.8%
O=C(O)c1cc(C2CC2)nn1-c1ccccc1	12.9%	-5.3%	5.2	0.1%	-2.3%	-0.6%	6.7%	-0.6%	0.1%	0.7%	2.4%
CCOc1cc(/C=C/C(=O)O)ccc1OCCOc1ccc(F)cc1	0.5%	19.4%	8.6	·	0.7%	34.2%[activator]	0.0%	-5.6%	?	?	-1.6%
COCCNC(=O)C/C(C)=N/NC(=O)C(=O)NC1CCCCC1	0.7%	4.2%	5.2	-4.4%	2.7%	26.6%	-12.0%	12.4%	0.0%	-14.7%	-14.8%
CC(=O)c1cnn(-c2ccccc2)c1C	4.4%	13.8%	-16.2	-0.3%	-2.1%	8.1%	1.3%	-0.2%	-2.6%	-16.0%	-3.6%
CCOc1ccc(C(=O)NCC2OCCc3ccccc32)cc1 (stereo not drawn)	4.5%	-4.7%	-6.5	-9.0%	8.2%	?	80.7%	?	16.9µM*	-3.2%	12.6%
COc1cc(C(=O)Nc2ccc([N+](=O)[O-])cn2)cc(OC)c1OC	-1.7%	1.1%	2.7	-7.1%	-1.5%	-8.6%	-7.0%	3.5%	-1.5%	30.5%	-1.5%
Cc1cccc(N2C(=O)/C(=C/c3ccccn3)SC2=S)c1	3.0%	1.8%	6.6	3.0%	-6.8%	·	18.7%	-4.5%	1.1%	-17.5%	3.5%
Cc1cc(C)nc(SCC(=O)Nc2ncc3c(n2)CC(C)(C)CC3=O)n1	-0.3%	1.2%	9.8	-5.0%	9.7%	1.4%	-14.7%	-1.2%	6.1%	1.8%	2.1%
Cn1c(=O)oc2cc(S(=O)(=O)NCc3ccncc3)ccc21	-16.7%	?	-3.8	?	-7.1%	11.7%	-56.2%	4.6%	3.8%	11.6%	-3.3%
COc1cccc(N2CCN(S(=O)(=O)c3ccc(-c4coc(C)n4)cc3)CC2)c1	-3.7%	-5.5%	0.8	·	-3.3%	·	-2.4%	-7.2%	-5.7%	16.8%	0.1%
CCN(Cc1ccncc1)C(=O)c1ccco1	0.5%	·	33.2[activator]	-1.8%	-0.9%	0.3%	8.4%	·	-4.7%	·	-5.3%
COc1cc(-c2nn3c(-c4ccccn4)nnc3s2)cc(OC)c1OC	-5.3%	2.9%	·	-0.9%	7.3%	-16.2%	·	-0.8%	5.8%	1.8%	-0.9%
CCCCCc1nc2c(c(=O)c3ccccc3n2C)c(=O)n1Cc1ccc(OC)cc1	-2.5%	1.6%	2.5	0.9%	-6.1%	·	0.4%	11.8%	-1.0%	4.8%	-0.8%
Cc1nnsc1C(=O)N1CCN(c2cc(C(F)(F)F)ccn2)CC1	-1.4%	2.4%	-28.9	-6.4%	-4.3%	·	-2.2%	-6.0%	1.2%	62.8%	-1.7%
COc1ccc(OC)c(C(=O)N2CCC(n3nccc3NC(=O)CC(C)C)CC2)c1	-5.5%	5.6%	19.7	·	-0.7%	·	2.9%	2.3%	-3.6%	-1.8%	-3.7%
CNC(=S)N1CCc2cc(OC)c(OC)cc2C1COc1ccc(F)cc1 (stereo not drawn)	2.8%	-4.9%	10.2	1.6%	-4.9%	?	0.0%	3.6%	-0.8%	-41.9%	3.2%

(listing goes on)
SMILES	ELG1 genotox	Gal4-VP16 FLuc	Giardia kill	PKM2 activator	NPC1 prom act	Menin-MLL TR inh	BRCA1 expr up	p53 reactivator	FLuc counter	RORgamma inh	Rab9 prom act
O=C(NCCOc1nc(N2CCCCC2)nc(N2CCOCC2)n1)Nc1ccccc1	-2.2%	-17.3%	-2.3	-9.0%	-1.3%	-21.9%	-30.2%	1.4%	-0.2%	-2.2%	-8.6%
O=C(NCC1CCCO1)c1onc(CSc2ccccc2F)c1C(=O)O (stereo not drawn)	0.1%	-4.6%	-6.9	-3.9%	2.7%	17.3%	9.1%	0.6%	-11.5%	3.5%	1.4%
C=CCN(Cc1nc(-c2cc(OC)c3c(c2)OCO3)oc1C)C1CCS(=O)(=O)C1 (stereo not drawn)	-0.4%	-7.0%	-15.9	-3.4%	-2.4%	-12.5%	-22.5%	0.0%	-0.6%	-9.7%	-8.4%
Cc1nn2c(=O)c(NC(=O)c3ccc(Cl)cc3)cnc2s1	8.1%	-13.2%	40.3[activator]	-6.4%	22.1%	9.3%	39.5%	4.1%	-3.5%	13.6%	?
Cc1nn(C)c(C)c1CN(C)C(=O)C1c2ccccc2Oc2ccccc21	-0.4%	-3.2%	0.9	-6.1%	-3.5%	-1.4%	-7.8%	-9.2%	0.0%	?	-3.1%
CN(Cc1cn(Cc2ccccc2)nc1-c1ccc2c(c1)OCO2)Cc1nccn1C	-2.0%	2.2%	-4.6	-1.3%	-4.6%	-9.7%	5.5%	-3.2%	-1.3%	12.6µM*	-3.7%
Cc1c(NC(=O)C(C)Sc2ccc3ccccc3n2)c(=O)n(-c2ccccc2)n1C (stereo not drawn)	-3.5%	8.5%	7.0	2.9%	-1.1%	·	0.0%	-3.8%	3.9%	-0.5%	-2.9%
Cc1cccc(NC(=O)CN(C)C(C)C(=O)Nc2ccc(S(=O)(=O)N3CCCC3)cc2)c1C (stereo not drawn)	-4.1%	·	-11.0	·	-3.8%	·	-13.6%	0.8%	3.8%	·	3.1%
O=C(COC(=O)c1ccc[n+]([O-])c1)Nc1ccc(Cl)cc1[N+](=O)[O-]	5.0%	·	-3.7	·	-0.5%	·	-7.6%	-4.2%	·	·	-1.5%
NS(=O)(=O)c1cccc(NC(=O)CSc2nc3ccccc3c(=O)n2CC2CCCO2)c1 (stereo not drawn)	-2.8%	·	9.3	·	-3.3%	·	-6.7%	-5.3%	3.5%	·	-3.1%
Cc1cc(F)ccc1S(=O)(=O)Nc1ccc(O)c(Sc2ncn[nH]2)c1	-4.1%	-5.9%	9.9	1.1%	-7.6%	11.7%	-12.7%	-1.3%	-2.2%	-15.7%	-2.0%
